# DNMT1 block: human DNMT1 methyltransferase inhibitors, primary screen, biochemical, molecular beacon, fluorescence, HinP1I cleavage, uHTS; AID 588458, 2011; inhibition (reported as % activation of signal), % at 10 µM; 360,000 tested, 0.83% active; DNA (cytosine-5)-methyltransferase 1 (Homo sapiens), P26358; in the data active = inhibition above about 50%
# Scp1 inh: Scp-1 phosphatase inhibitors, primary screen, biochemical, colorimetric, uHTS; inhibition, % at 20 µM; AID 493091, 2011; Recombinant Scp1, phosphopeptide, malachite green phosphate absorbance; 340,000 tested, 0.88% active; Carboxy-terminal domain RNA polymerase II polypeptide A small phosphatase 1 (Homo …;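 active = inhibition above about 50% at 20 µM, limit read from the data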;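 note: plate controls were DMSO wells with enzyme for no effect and wells lacking enzyme for full effect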
# Target sequence (Q9GZU7 76-261 limits assumed): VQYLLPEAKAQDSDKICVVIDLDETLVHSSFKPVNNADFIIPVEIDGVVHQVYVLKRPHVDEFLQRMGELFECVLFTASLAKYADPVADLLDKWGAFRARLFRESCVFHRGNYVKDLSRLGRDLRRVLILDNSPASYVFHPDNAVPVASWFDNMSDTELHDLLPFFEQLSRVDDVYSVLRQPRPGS
#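 assay system = SCP-1 phosphatase catalytic domain, residues 76-261 | buffer or medium = 50 mM Tris acetate pH 5.5, 0.005% Tween-20, 10 mM MgCl2 | incubation = enzyme reaction 45 min at room temperature, colour 5 min, stabilisation 30 min | signal = Phosphate-binding colour reagent, absorbance read at 630 nm | measure = % inhibition at 20 µM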
# STEP inh: STEP phosphatase inhibitors, primary screen, biochemical, fluorescence intensity, uHTS; recombinant STEP, OMFP fluorogenic substrate; inhibition, % at 20 µM; 360,000 tested, 0.25% active;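 active = inhibition at 20 µM, scaled per plate between control wells, above about 37%, limit read from the data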;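 note: 0% = DMSO with enzyme and substrate and 100% = substrate only without enzyme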
#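 Assay system: isolated STEP enzyme / Timing: 20 min at room temperature, dark / Doses: 20 µM, 1% DMSO / Technique: fluorescence intensity, excitation 480 nm, emission 540 nm / Reagent: fluorogenic phosphatase substrate OMFP at 25 µM final / Measure: percent inhibition scaled to no-enzyme and uninhibited-enzyme controls, plate-pattern corrected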
# MT1-MMP act inh: blockers of MT1-MMP proenzyme processing, primary screen, HT1080 RFP-PRO-GFP cells, GFP/RFP fluorescence; Matrix metalloproteinase-14 (Homo sapiens), P50281; GFP/RFP ratio fluorescence, overnight; percent of plate control window, DMSO zero; GFP/RFP ratio change, % at 20 µM; 360,000 tested, 0.061% active; AID 651647, 2012;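 active = GFP/RFP ratio change of at least 30% with cell ATP level not reduced by more than half and red fluorescence within 50% of control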; note: strong numbers were not always called active
#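 Assay system: HT1080 cells carrying an RFP-PRO-GFP reporter | Dosing: Single dose of 20 µM compound, 1% DMSO final | Incubation: Cells overnight before dosing, compound overnight, 37 °C, 5% CO2 | Evaluation: GFP/RFP fluorescence ratio | Control set: DMSO and RFP-L50D-GFP cell wells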
# Rpn11 block: Rpn11 (PSMD14) deubiquitinase inhibitors, primary screen, biochemical, fluorescence polarization, uHTS. calls only at 20 µM. 26S proteasome non-ATPase regulatory subunit 14 (Homo sapiens), O00487. AID 588493, 2011. human 26S proteasome, Ub4-pepOG fluorescence polarization; 20S core pre-blocked with epoxomicin. 360,000 tested, 0.59% active;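 active = inhibition at 20 µM, scaled to each plate's controls, above about 33%, limit read from the data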
# Target sequence (O00487 whole entry, looked up): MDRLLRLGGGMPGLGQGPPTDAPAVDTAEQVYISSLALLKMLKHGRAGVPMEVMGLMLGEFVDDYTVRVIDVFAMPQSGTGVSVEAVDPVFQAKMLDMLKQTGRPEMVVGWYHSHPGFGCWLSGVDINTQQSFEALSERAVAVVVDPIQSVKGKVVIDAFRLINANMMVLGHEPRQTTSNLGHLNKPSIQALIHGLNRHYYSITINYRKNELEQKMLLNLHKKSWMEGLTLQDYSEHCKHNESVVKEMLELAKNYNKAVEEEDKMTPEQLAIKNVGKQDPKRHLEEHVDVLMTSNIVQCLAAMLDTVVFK
# LMPTP inh: LMPTP phosphatase inhibitors, primary screen, biochemical, fluorescence intensity, uHTS; inhibition, % at 20 µM; AID 651560, 2012; Low molecular weight phosphotyrosine protein phosphatase (Homo sapiens), P24666; recombinant LMPTP-A, OMFP fluorogenic substrate; 360,000 tested, 0.22% active;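 active = compounds that cut the enzyme signal by at least half of the control window in the single-dose screen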;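 note: plate controls were DMSO wells with enzyme plus substrate for no effect and substrate without enzyme for full effect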
# Target sequence (P24666 whole entry, looked up): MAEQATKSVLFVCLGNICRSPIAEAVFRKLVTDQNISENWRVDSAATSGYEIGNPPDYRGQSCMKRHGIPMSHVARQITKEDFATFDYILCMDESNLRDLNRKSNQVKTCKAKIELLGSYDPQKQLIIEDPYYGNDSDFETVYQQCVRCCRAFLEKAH
#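 test system = LMPTP-A | amount = 0.625 nM LMPTP-A final | reagent = fluorogenic phosphatase substrate OMFP at 400 µM final | incubation = 50 min at room temperature | benchmarks = no-enzyme low control, uninhibited high control | medium = Bis-Tris pH 6.0, DTT, detergent | signal = fluorescence intensity of OMFP turnover product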
# CendR NRP1 mod: modulators of CendR peptide binding to NRP-1, primary screen, biochemical, fluorescence polarization, uHTS; Neuropilin-1 (Homo sapiens), O14786; FAM-RPARPAR peptide binding to NRP-1; inhibition, % at 25 µM; 360,000 tested, 0.85% active; AID 602438, 2012;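 active = inhibition or corrected inhibition above about 18%, plus a signal ratio from 0.5 to 1.5, limit read from the data, passing the limit was not always enough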; note: strong numbers were not always called active
# SKN-1 inh: suppressors of acrylamide-induced Pgst-4::GFP reporter in worms, primary screen, SKN-1 inhibitor project, whole organism, uHTS, GFP/RFP fluorescence ratio, strain VP596; inhibition, % at 21.8 µM; AID 624304, 2012; C. elegans VP596 Pgst-4::GFP/RFP ratio, 24 h; 360,000 tested, 0.49% active;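 active = interference check ratio from 0.5 to 1.5 plus GFP to RFP signal ratio inhibition reaching or exceeding a fixed threshold, cut at about 30% in these data, passing the limit was not always enough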; note: some compounds called inactive have numbers as strong as hits
# NadD inh: inhibitors of S. aureus NadD, primary screen, biochemical, colorimetric, uHTS | inhibition, % at 20 µM | AID 602399, 2012 | Nicotinate-nucleotide adenylyltransferase NadD (Staphylococcus aureus N315) | 360,000 tested, 0.78% active | purified NadD enzyme, colorimetric absorbance read-out; in the data active = inhibition above about 26%; note: some compounds past the cut are filed as inactive
# SUMO1-SIM PPI: modulators of SUMO1 protein-protein interactions, primary screen, biochemical, uHTS; Small ubiquitin-related modifier 1 (Homo sapiens), P63165; SUMO1 binding to a labelled peptide, TR-FRET, 1 h; inhibition, % at 20 µM; 360,000 tested, 0.33% active; AID 602429, 2012; in the data active = inhibition above about 37%
# Target sequence (P63165 whole entry, looked up): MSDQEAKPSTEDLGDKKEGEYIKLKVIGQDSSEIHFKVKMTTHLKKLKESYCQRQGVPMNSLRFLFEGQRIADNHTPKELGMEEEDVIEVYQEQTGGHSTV
# * = called active by the depositor; i = inactive; nt = not tested or not shown.
canonical_smiles,LMPTP inh,NadD inh,Scp1 inh,SKN-1 inh,DNMT1 block,MT1-MMP act inh,CendR NRP1 mod,STEP inh,Rpn11 block,SUMO1-SIM PPI
O=C1CC(c2ccc(OCCCCCOc3ccc(C4CC(=O)NC4=O)cc3)cc2)C(=O)N1 (stereo not drawn),0.0,7,2,21,-16,-6,-5,2,i,0
CC(C)Sc1nc(SCC(=O)NCc2ccco2)c2c3c(sc2n1)COC(C)(C)C3,1.5,6,-1,10,3,3,-3,2,i,0
O=C(N/N=C/c1c(O)ccc2ccccc12)C(=O)N1CCCC1,-0.8,-2,nt,-22,2,-3,-9,-2,i,-11
COc1c(C)cc(C(O)c2ncc(-c3ccc4ccccc4c3)[nH]2)cc1C (stereo not drawn),3.3,10,nt,6,-3,0,-2,1,i,-18
CCCCCOC(=O)C1=C(C)NC(=O)NC1c1ccc([N+](=O)[O-])cc1 (stereo not drawn),-1.6,-4,-2,-9,3,-1,6,-5,i,-10
O=C(c1cc(-c2ccc3c(c2)OCO3)on1)N1CCCCC1,-0.2,0,-9,2,-1,-4,13,-2,i,0
COc1ccc(S(=O)(=O)N(C)CC(=O)NC2CCCC2)cc1OC,-2.0,1,-2,13,-1,-1,8,0,i,-1
O=C(N=Nc1c(O)[nH]c2ccc(Cl)cc12)c1cc(-c2cccs2)nc2ccccc12,2.0,34*,4,5,44,14,-10,5,i,-3
COC(=O)N1CN(C(=O)OC)CN(C(=O)OC)C1,-3.6,-4,-13,-2,2,-2,6,-7,i,-3
COc1ccc(S(=O)(=O)Nc2cccc(C)n2)c2ccccc12,-0.8,1,-5,-6,-2,10,-5,-4,i,-3
CC1(C)CC(=O)c2cc(OCC(=O)NCCN3CCCc4ccccc43)ccc2O1,-0.1,-4,-6,14,-3,4,10,0,i,-4
CCOC(=O)C1CCCN(C(=O)Cn2nc(C)c3c(C)n(-c4ccccc4)nc3c2=O)C1 (stereo not drawn),-0.1,-3,6,-10,2,nt,-1,-2,i,5
CC(C)(C)C(=O)Nc1ccc(F)cc1[N+](=O)[O-],-1.3,0,-8,1,0,2,3,0,i,-23
O=C(CCc1ccccc1)N=C1SC2CS(=O)(=O)CC2N1c1ccccc1F (stereo not drawn),-0.2,-7,-1,-12,2,-3,8,-1,i,15
O=C(c1ccco1)N1CCN(C(=O)C2CCCO2)CC1 (stereo not drawn),-1.0,2,-3,-6,-2,3,1,3,i,-6
Oc1c(C(c2ccccc2Cl)N2CCCC2)ccc2cccnc12 (stereo not drawn),1.9,4,-8,-8,-6,1,-4,3,i,-9
CC1(C(=O)O)CCCN(C(=O)c2ccc(OC(F)F)cc2)C1 (stereo not drawn),-0.9,2,nt,-6,3,13,6,-3,i,0
COc1cc(NC(=O)CCC(=O)Nc2ccc3nc(N4CCOCC4)cc(C)c3c2)cc(OC)c1OC,1.8,-1,4,2,5,6,6,-2,i,6
CCC(Sc1nc2ccccc2c(=O)[nH]1)C(=O)O (stereo not drawn),-1.6,-3,-7,-19,5,2,-4,-3,i,6
CCS(=O)(=O)c1nc(S(=O)(=O)c2ccc(C)cc2)c(N2CCCCCC2)s1,0.4,-8,nt,17,7,0,-11,1,i,1
CC(=O)Oc1ccc(-c2csc(Nc3ccc(S(N)(=O)=O)cc3)n2)cc1,0.9,-2,-12,3,-5,-3,3,-2,i,0
COc1ccc(OC)c(C2CC(c3ccccc3)=NN2C(=S)Nc2ccccc2)c1 (stereo not drawn),2.6,1,1,3,-1,5,-1,2,i,-11
Cc1nc2ccccc2nc1CSc1nncs1,-1.0,-4,-4,0,-3,-1,8,0,i,-3
O=C(COc1ccc(Cl)cc1)N1CCN(S(=O)(=O)c2ccc(Cl)cc2)CC1,0.8,-8,-1,6,-7,-1,2,-1,i,-5
COc1ccc(C2C(C(=O)OCC(=O)Nc3ccc(C)cc3)CCC(=O)N2c2ccc(OC)cc2)cc1 (stereo not drawn),-1.6,-2,-14,-19,1,0,-6,0,i,1
O=C(CSc1ncn[nH]1)N1CCN(c2nnc(-c3ccccc3)c3ccccc23)CC1,-1.0,4,-5,2,4,4,-4,4,i,11
COc1ccc(-c2cc(C(=O)N3CCCCCC3)c3ccccc3n2)cc1OC,-8.6,9,nt,-11,-7,3,5,0,i,-40
O=C(CN1CCCC1)Nc1ccc(NC(=O)Nc2ccccc2)cc1,2.4,-9,-10,21,0,2,16,-3,i,-2
Cc1cccc(NC(=O)CSCc2cc(=O)n3ccsc3n2)c1C,-0.5,-4,14,-8,0,2,4,-1,i,-2
COc1ccc(N2CCN(C(=O)C3CCN(C(=O)c4ccc([N+](=O)[O-])cc4)CC3)CC2)cc1,-1.6,1,-5,-16,1,2,16,-2,i,-26
O=c1[nH]cnc2c1sc(=S)n2-c1ccccc1,0.5,2,-2,4,2,8,-1,6,i,-4
O=C(Cc1c(F)cccc1Cl)NCCc1c[nH]c2ccccc12,0.0,-4,1,-3,0,3,11,0,i,4
CC(=O)c1cccc(NC(=O)CN(C)S(=O)(=O)c2ccc3c(c2)CC(C)N3C(C)=O)c1 (stereo not drawn),-0.4,-2,-6,11,-2,1,6,0,i,5
CSc1ccccc1NC(=O)Nc1cccc(F)c1,-1.5,-5,-7,9,0,0,12,-1,i,-1
Cc1ccc(CN(c2ccc(C(=O)NCC3CCCO3)cc2)S(C)(=O)=O)cc1 (stereo not drawn),1.2,4,-1,-3,-2,-2,4,-2,i,2
COc1ccccc1-c1nc(SCC(=O)N2CCOCC2)n[nH]1,-1.0,-4,-8,11,0,-1,0,-1,i,0
COC(=O)c1ccc(NC(=O)CCN2CCOCC2)cc1,-1.2,-3,-1,-14,92*,-1,11,1,i,-4
CCC1Nc2ncnc(N3CCCCC3)c2N(Cc2ccccc2)C1=O (stereo not drawn),0.6,3,-3,-1,0,0,3,2,i,3
Cc1cccc(OCC(O)Cn2ccnc2C)c1 (stereo not drawn),-0.9,-4,-5,-9,1,-1,-8,1,i,3
O=c1oc2ccccc2c(Nc2ccccc2O)c1[N+](=O)[O-],0.0,7,3,6,1,-4,0,3,i,-16
CCOc1ccc(N(CC(=O)NC2CC3CCC2C3)S(=O)(=O)c2ccccc2)cc1 (stereo not drawn),0.8,5,-7,17,1,-2,0,0,i,0
CC(C)CN1CCC(=O)N(CCO)CC1,-0.1,-7,0,1,1,1,1,4,i,2
Cc1ccc(C)c2[nH]c(=O)c(CN(CCN3CCOCC3)Cc3nnnn3CC3CCCO3)cc12 (stereo not drawn),-0.5,-6,-4,5,-6,-1,3,2,i,-10
O=C(c1cccc(NS(=O)(=O)c2ccc(F)c(F)c2)c1)N1CCN(Cc2ccccc2)CC1,-0.5,-3,-7,1,46,2,-1,7,i,-1
Cc1cc(NC(=O)c2ccc(Cl)cc2Cl)n(CCC#N)n1,0.2,-1,-5,-13,3,5,0,0,i,1

# Profiles as entered above.
# O=C(N/N=C/c1c(O)ccc2ccccc12)C(=O)N1CCCC1 in the list: LMPTP inh: -0.8; NadD inh: -2; Scp1 inh: nt; SKN-1 inh: -22; DNMT1 block: 2; MT1-MMP act inh: -3; CendR NRP1 mod: -9; STEP inh: -2; Rpn11 block: i; SUMO1-SIM PPI: -11
# O=C1CC(c2ccc(OCCCCCOc3ccc(C4CC(=O)NC4=O)cc3)cc2)C(=O)N1 (stereo not drawn) in the list: LMPTP inh: 0.0; NadD inh: 7; Scp1 inh: 2; SKN-1 inh: 21; DNMT1 block: -16; MT1-MMP act inh: -6; CendR NRP1 mod: -5; STEP inh: 2; Rpn11 block: i; SUMO1-SIM PPI: 0

# Carrying on:
canonical_smiles,LMPTP inh,NadD inh,Scp1 inh,SKN-1 inh,DNMT1 block,MT1-MMP act inh,CendR NRP1 mod,STEP inh,Rpn11 block,SUMO1-SIM PPI
COc1ccc(-n2nc(C(=O)NCC(=O)N3CCN(c4ccccc4)CC3)c3ccccc3c2=O)c(OC)c1,0.7,-4,-3,-9,0,0,-4,2,i,4
FC(F)Sc1ccc(-n2cc(-c3ccccc3)[n+]3c2CCC3)cc1,-0.1,3,4,0,1,-6,-14,-4,i,4
O=C(CN1CCN(C(C(=O)Nc2cc(C(F)(F)F)ccc2Cl)c2ccccc2)CC1)NC1CC1 (stereo not drawn),0.3,0,-5,-1,0,-1,-2,2,i,3
COCCn1c(SCC(=O)Nc2ccc(OC)cc2)nnc1-c1ccoc1C,-1.2,-2,-5,6,3,-1,1,1,i,1
COc1ccc(CCN2C(=S)N(c3ccc(Cl)cc3)C(=O)C2CC(N)=O)cc1OC (stereo not drawn),1.6,-3,-10,8,-6,8,11,-4,i,1
N#C/C(=C\c1ccc(OC(=O)c2ccccn2)cc1)C(N)=O,-2.0,2,-10,-4,-3,1,4,-3,i,-11
Cc1ccc(-c2nn(-c3ccccc3)cc2C(=O)NCC(c2cccs2)N2CCOCC2)cc1 (stereo not drawn),2.5,-4,0,-12,-6,-4,-2,1,i,3
O=C(N/N=C/c1ccc(Cl)s1)C(O)c1ccccc1 (stereo not drawn),-0.4,9,-8,-6,-1,1,-6,0,i,-18
O=C(Cc1cccc(C(F)(F)F)c1)OCN1C(=O)c2ccccc2C1=O,1.7,1,-10,3,-1,3,6,4,i,-1
CCOc1ccc(N2CC(C(=O)Nc3nnc(C4CCCCC4)s3)CC2=O)cc1 (stereo not drawn),1.8,-1,3,9,-3,-3,6,0,i,4
Cn1c(=NC(=O)c2cnccn2)sc2ccccc21,0.6,1,3,-6,4,9,-2,1,i,1
Cc1cc(OCCCC(=O)Nc2cc(S(=O)(=O)N3CCOCC3)ccc2N2CCOCC2)ccc1Cl,2.4,-12,-6,2,-2,3,1,4,i,-3
O=C(OCc1c(Cl)nc2sccn12)c1cc2c(s1)CCCC2,-0.4,-3,9,20,-1,1,-9,1,i,1

# High-throughput results: PubChem, Sanford-Burnham Center for Chemical Genomics
